# SENP7 inh: SENP7 protease inhibitors, primary screen, biochemical, luminescence, uHTS. actives 1.5% (n = 330,000). recombinant SENP7, Z-RLRGG-aminoluciferin luminescence, 40 min. inhibition, % at 5 µM. Sentrin-specific protease 7 (Homo sapiens), Q9BQF6. AID 434973, 2010;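 active = inhibition above about 50% at the single test dose, limit read from the data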;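 note: plate controls were DMSO with enzyme for no effect and no enzyme buffer wells for full effect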
# Target sequence (Q9BQF6 706-1050 limits assumed): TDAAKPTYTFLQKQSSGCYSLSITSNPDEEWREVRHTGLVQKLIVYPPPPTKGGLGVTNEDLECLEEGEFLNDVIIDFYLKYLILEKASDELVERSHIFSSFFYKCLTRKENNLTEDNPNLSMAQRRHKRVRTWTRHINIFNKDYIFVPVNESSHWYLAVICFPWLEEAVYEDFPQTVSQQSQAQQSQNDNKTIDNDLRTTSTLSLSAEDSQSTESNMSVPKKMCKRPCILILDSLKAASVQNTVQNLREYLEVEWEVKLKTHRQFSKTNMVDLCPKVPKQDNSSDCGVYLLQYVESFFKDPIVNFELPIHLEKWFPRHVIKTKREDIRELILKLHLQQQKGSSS
# SENP8 block-1: human SENP8 protease inhibitors, primary screen, biochemical, fluorescence, Nedd8 protein substrate, uHTS; recombinant SENP8; Sentrin-specific protease 8 (Homo sapiens), Q96LD8; AID 602440, 2012; inhibition, % at 20 µM; actives 0.64% (n = 360,000); in the data active = inhibition mostly above about 40%, no sharp cut-off; inactive = mostly below about 27%
# HKDC1 inh: HKDC1 hexokinase inhibitors, primary screen, biochemical, fluorescence, uHTS; Q2TB90; recombinant HKDC1, G6PDH/diaphorase resazurin coupled fluorescence; inhibition, % at 20 µM; actives 0.16% (n = 340,000);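 active = inhibition above about 35% when tested at 20 µM, limit read from the data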;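 note: plate controls were DMSO wells with enzyme for no effect and DMSO wells lacking enzyme for full effect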
#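 Assay system: recombinant HKDC1 hexokinase; detection: coupled resazurin fluorescence, excitation 525 nm, emission 613 nm; benchmarks: DMSO-plus-enzyme-mix negative control, buffer-substituted positive control; compound dosing: single 20 µM dose; schedule: 90 min at room temperature in dark; also added: glucose plus 1 mM ATP as hexokinase substrates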
# Apaf-1 inh: inhibitors of human Apaf-1 apoptosome, primary screen, biochemical, DEVD-Rh110 fluorescence, uHTS; actives 0.71% (n = 330,000); AID 489030, 2010; inhibition, % at 20 µM; reconstituted apoptosome caspase-3 activity; Apoptotic protease-activating factor 1 (Homo sapiens), O14727; active = inhibition of at least 40% at 20 µM;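 note: plate controls were DMSO wells for no effect and DEVD-CHO caspase inhibitor wells for full effect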
#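 detection = Rh110 fluorescence intensity | test system = biochemical Apaf-1 apoptosome reconstitution | also added = cytochrome c and DEVD-Rh110 substrate | schedule = 30 min plus 50 min, RT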
# PfG6PD inh: PfG6PD enzyme inhibitors, primary screen, biochemical, fluorescence intensity, uHTS; actives 0.78% (n = 350,000); PfGluPho enzyme, NADPH resazurin-diaphorase fluorescence; glucose-6-phosphate dehydrogenase-6-phosphogluconolactonase (Plasmodium falciparum 3D7); inhibition, % at 20 µM;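 active = inhibition reaching at least a set limit at 20 µM in the primary screen, cut at about 59% in these data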;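 note: 0% = DMSO wells with substrate and 100% = DMSO wells lacking glucose-6-phosphate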
# SENP6 inh: SENP6 protease inhibitors, primary screen, biochemical, luminescence, uHTS. Sentrin-specific protease 6 (Homo sapiens), Q9GZR1. Recombinant SENP6 catalytic domain, aminoluciferin luminescence. inhibition, % at 10 µM. actives 1.8% (n = 330,000);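 active = inhibition above about 50% at the single tested dose, limit read from the data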;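 note: plate controls were DMSO wells with enzyme for no effect and DMSO wells lacking enzyme for full effect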
# Target sequence (Q9GZR1 628-1112 limits assumed): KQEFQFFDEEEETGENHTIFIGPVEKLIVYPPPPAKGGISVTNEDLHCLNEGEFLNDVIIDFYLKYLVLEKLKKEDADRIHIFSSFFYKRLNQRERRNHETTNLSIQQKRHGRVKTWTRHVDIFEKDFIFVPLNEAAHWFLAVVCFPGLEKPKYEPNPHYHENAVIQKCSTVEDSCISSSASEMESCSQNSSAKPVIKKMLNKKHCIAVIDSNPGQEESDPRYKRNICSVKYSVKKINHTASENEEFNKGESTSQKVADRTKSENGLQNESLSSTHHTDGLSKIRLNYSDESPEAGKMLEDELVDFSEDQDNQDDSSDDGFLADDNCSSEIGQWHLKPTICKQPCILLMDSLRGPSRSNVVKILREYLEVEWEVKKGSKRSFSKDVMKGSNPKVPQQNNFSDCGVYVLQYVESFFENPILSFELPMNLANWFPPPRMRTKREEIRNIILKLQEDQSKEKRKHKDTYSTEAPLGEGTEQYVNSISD
# NALP3 yeast inh: NALP3 inflammasome inhibitors in reconstituted yeast, primary screen, luminescence, uHTS. Yeast reconstituted NLRP3/ASC/caspase-1, beta-gal luminescence, 24 h. inhibition, % at 10 µM. actives 0.39% (n = 330,000). AID 2825, 2010;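 active = inhibition of 50% or more; inactive = inhibition below 50%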;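 note: plate controls were induced DMSO wells for no effect and uninduced yeast grown without galactose for full effect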
# SENP8 block-2: SENP8 protease inhibitors, primary screen, biochemical, luminescence. Sentrin-specific protease 8 (Homo sapiens), Q96LD8. purified SENP8, Z-RLRGG-aminoluciferin cleavage. inhibition, % at 10 µM. actives 1.2% (n = 330,000). AID 2540, 2010; in the data active = inhibition above about 50%
# SENP1 inh: human SENP1 catalytic domain inhibitors, primary screen, biochemical, FRET, uHTS | Sentrin-specific protease 1 (Homo sapiens), Q9P0U3 | inhibition, % at 10 µM | recombinant SENP1 catalytic domain, CyPet-SUMO1-YPet FRET cleavage | actives 0.21% (n = 360,000) | AID 624204, 2012;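 active = inhibition at least 30% at 10 µM, raw YFP signal under a set limit, fluorescence ratio 0.5 to 1.5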;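 note: 0% = enzyme with DMSO and 100% = no enzyme wells; some results filed as inactive read as strong as hits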
# Target sequence (Q9P0U3 419-644 limits assumed): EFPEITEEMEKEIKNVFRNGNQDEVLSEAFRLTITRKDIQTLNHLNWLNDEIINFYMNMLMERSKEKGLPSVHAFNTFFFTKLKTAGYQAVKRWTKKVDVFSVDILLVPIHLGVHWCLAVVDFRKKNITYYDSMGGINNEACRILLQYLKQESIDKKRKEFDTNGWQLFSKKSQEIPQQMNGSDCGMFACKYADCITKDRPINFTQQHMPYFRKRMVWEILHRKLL
#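 Controls: no-enzyme wells low, DMSO-plus-enzyme wells high control. Test system: human recombinant His6-tagged SENP1 catalytic domain enzyme. Reagent: SFCypet-SUMO1-SFYpet FRET protein substrate, 25 nM final. Doses: one dose per compound, 10 µM, 0.5% DMSO. Detection: FRET, CFP and YFP emission. Timing: 50 min reaction at room temperature.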
# Active calls of the source: *; i = inactive; . = no result given.
1	Cc1cc(NC(=O)CS(=O)(=O)c2ccc(Cl)cc2)no1
2	Oc1ccc(/C=N/Nc2cccc(Cl)n2)c(O)c1
3	c1coc(C2=Nc3cccc4cccc(c34)N2)c1
4	O=C(CSCC(=O)N1CCCCC1)Nc1nc(-c2ccccc2)c(-c2ccccc2)s1
5	CCOCCCNC(=O)C(NC(=O)c1ccc(=O)[nH]c1)c1ccc(C)cc1 (stereo unspecified)
6	O=C(N/N=C/c1c[nH]c2ccccc12)c1ccc(O)c(O)c1
screen / no.	1	2	3	4	5	6
SENP1 inh	-1	0	0	-1	0	2
HKDC1 inh	0	3	18	0	-7	4
SENP7 inh	-2	98*	5	-4	-1	-7
SENP8 block-2	12	97*	14	-2	8	-17
NALP3 yeast inh	7	38	21	12	5	12
Apaf-1 inh	3	-13	14	23	-4	9
SENP8 block-1	12	-35	36	-147	10	-63
PfG6PD inh	-28	56	43	-10	-2	-5
SENP6 inh	-2	97*	50*	-2	2	2

7	CCN(CC)C(=O)c1cn(CCC#N)nc1-c1ccc2c(c1)OCCO2
8	COc1ccc(-n2nc(C(=O)NCC(=O)N3CCOCC3)c3ccccc3c2=O)cc1Cl
9	COc1cccc(C(=O)Nc2sc3c(c2C#N)CCN(C(C)=O)C3)c1
10	COc1cccc(N2CCN(c3ccc4nnc(CCC(=O)N5CCN(C)CC5)n4n3)CC2)c1
11	Clc1ccc(C[n+]2cc(-c3ccccc3)n3c2CCC3)cc1Cl
12	Cc1cccc(OCC(=O)NCC(=O)N/N=C/c2cc(Br)cc(Br)c2O)c1
screen / no.	7	8	9	10	11	12
SENP1 inh	3	0	-28	4	2	-19
HKDC1 inh	-11	3	-7	1	-8	-27
SENP7 inh	-1	-5	10	-2	-9	-4
SENP8 block-2	4	7	5	1	-11	0
NALP3 yeast inh	11	3	-2	13	-4	22
Apaf-1 inh	-2	1	10	-6	6	16
SENP8 block-1	15	-271	-127	21	25	-208
PfG6PD inh	-1	-6	61*	7	-6	-25
SENP6 inh	9	-17	17	15	-22	-17

13	O=C1c2oc3ccc(F)cc3c(=O)c2C(c2cccc(O)c2)N1CCCN1CCOCC1 (stereo unspecified)
14	CCCCC1(c2ccc(F)cc2)NC(=O)N(CC(=O)N2CCN(C(=O)c3ccco3)CC2)C1=O (stereo unspecified)
15	O=[N+]([O-])c1ccccc1N/N=C/c1c[nH]c2ccccc12
16	C/C(Cc1ccccc1)=N\NC(=O)CNC(=O)c1ccccc1F
17	CC(C)CN(C(=O)COC(=O)CCCc1nc2ccccc2s1)c1c(N)n(Cc2ccccc2)c(=O)[nH]c1=O
18	Cc1ccc(C(=O)NC(=S)Nc2ccccc2N2CCCC2)cc1[N+](=O)[O-]
screen / no.	13	14	15	16	17	18
SENP1 inh	0	0	4	0	-3	-10
HKDC1 inh	-8	-7	9	-3	2	-6
SENP7 inh	-4	-4	79*	-18	14	-7
SENP8 block-2	-2	1	63*	-4	-6	1
NALP3 yeast inh	23	16	37	11	2	13
Apaf-1 inh	-5	12	1	11	-8	34
SENP8 block-1	18	-6	41*	14	6	-46
PfG6PD inh	-24	-10	33	-13	-3	11
SENP6 inh	-1	-5	82*	-11	-7	7

19	CCc1ccccc1NC(=O)C1CCN(C(=O)N2CCOc3ccccc32)CC1
20	O=S(=O)(c1ccccc1)N1CCN(c2ccccc2)CC1
21	OC(CN1CCOCC1)CN1CCOCC1
22	O=C(CN1C(=O)C2C3C=CC(C3)C2C1=O)Nc1cccc(S(=O)(=O)N2CCCC2)c1 (stereo unspecified)
23	O=C(CN1CCOCC1)Nc1cc(C(F)(F)F)ccc1Cl
24	O=C(NCc1ccccc1)C12CC3CC(CC(C3)C1)C2
screen / no.	19	20	21	22	23	24
SENP1 inh	0	2	-1	0	1	2
HKDC1 inh	-11	-4	-7	-3	-3	-4
SENP7 inh	3	-3	4	10	-6	-3
SENP8 block-2	-2	7	-1	-2	4	-12
NALP3 yeast inh	7	15	9	-16	-12	19
Apaf-1 inh	-3	-14	-6	0	-8	9
SENP8 block-1	2	13	17	13	-22	5
PfG6PD inh	-6	-19	6	-18	-5	-3
SENP6 inh	0	18	-4	5	1	-17

25	CC(O)(c1ccc(Cl)cc1)C(c1ccccc1)c1ccccn1 (stereo unspecified)
26	CCCC(=O)Nc1nnc(Sc2ccc(N(C)C)cc2)s1
27	Cc1ccc(CNC(=O)c2ccc(OCC(C)C)cc2)n1C
28	CCC(C)(C)n1nnnc1C(c1ccc(F)cc1)N1CCC(C(N)=O)CC1 (stereo unspecified)
29	O=C(COc1ccc(-n2cnnn2)cc1)Nc1ccc(F)c(Cl)c1
30	O=C(O)C1C2CC(C(Br)C2Br)C1C(=O)O (stereo unspecified)
screen / no.	25	26	27	28	29	30
SENP1 inh	0	0	-16	1	1	0
HKDC1 inh	-1	-3	0	-1	-2	-6
SENP7 inh	.	7	.	-1	-8	.
SENP8 block-2	.	0	.	-11	-15	.
NALP3 yeast inh	.	4	.	3	12	.
Apaf-1 inh	.	4	.	11	12	.
SENP8 block-1	10	9	-59	9	2	8
PfG6PD inh	13	-22	0	-12	3	13
SENP6 inh	.	-5	.	-5	-14	.

# Arranged by value in SENP7 inh (low to high): 3 from the list above
no.	compound	SENP7 inh
29	O=C(COc1ccc(-n2cnnn2)cc1)Nc1ccc(F)c(Cl)c1	-8
28	CCC(C)(C)n1nnnc1C(c1ccc(F)cc1)N1CCC(C(N)=O)CC1 (stereo unspecified)	-1
26	CCCC(=O)Nc1nnc(Sc2ccc(N(C)C)cc2)s1	7

# Five of the compounds above, as tab-separated lines.
item	molecule	SENP1 inh	HKDC1 inh	SENP7 inh	SENP8 block-2	NALP3 yeast inh	Apaf-1 inh	SENP8 block-1	PfG6PD inh	SENP6 inh
20	O=S(=O)(c1ccccc1)N1CCN(c2ccccc2)CC1	2	-4	-3	7	15	-14	13	-19	18
21	OC(CN1CCOCC1)CN1CCOCC1	-1	-7	4	-1	9	-6	17	6	-4
22	O=C(CN1C(=O)C2C3C=CC(C3)C2C1=O)Nc1cccc(S(=O)(=O)N2CCCC2)c1 (stereo unspecified)	0	-3	10	-2	-16	0	13	-18	5
23	O=C(CN1CCOCC1)Nc1cc(C(F)(F)F)ccc1Cl	1	-3	-6	4	-12	-8	-22	-5	1
24	O=C(NCc1ccccc1)C12CC3CC(CC(C3)C1)C2	2	-4	-3	-12	19	9	5	-3	-17

# Additional structures.
31	COc1cccc(CN2CCN(CCCc3ccccc3)C(CCO)C2)c1O (stereo unspecified)
32	Cn1c(=O)c(=O)n(C)c2cc(N3CCCC3)c(NS(=O)(=O)c3ccc(Cl)cc3)cc21
33	CC(C)C(NS(=O)(=O)c1ccccc1)C(=O)OCC(=O)NNC(=O)c1ccccc1 (stereo unspecified)
34	O=C(COc1ccc(C(=O)NCCN2CCOCC2)cc1)Nc1cccc(C(F)(F)F)c1
35	CC(=O)c1noc(C)c1C(=O)Nc1nccs1
36	CCCCCSc1ncccc1C(=O)O
screen / no.	31	32	33	34	35	36
SENP1 inh	1	-2	2	-1	-1	0
HKDC1 inh	4	18	-4	-8	-2	-6
SENP7 inh	1	10	4	-13	-2	-10
SENP8 block-2	2	7	-5	-7	-3	-2
NALP3 yeast inh	19	-3	6	8	17	15
Apaf-1 inh	-1	15	2	10	-3	2
SENP8 block-1	7	-14	2	8	9	7
PfG6PD inh	-11	34	2	1	-5	-15
SENP6 inh	-14	15	-19	-5	-12	-4

37	COc1ccccc1Cn1c(-c2ccccc2OC)nc2ccccc21
38	COc1ccc(C#Cc2ccc3c(c2)c(=O)c2ccccc2n3C)cc1
39	Cc1nnsc1S(=O)(=O)c1ccccc1
40	CCC(=O)Nc1sc2c(c1C#N)CCC2
41	CCOc1ccccc1NC(=O)c1cc2ccccc2oc1=O
42	O=C(CNC(=O)c1ccccc1)N/N=C/c1cn[nH]c1-c1ccccc1
screen / no.	37	38	39	40	41	42
SENP1 inh	0	-22	1	-2	5	3
HKDC1 inh	-2	0	-2	-4	3	-1
SENP7 inh	-6	4	0	1	8	-4
SENP8 block-2	-3	-16	-7	2	-6	-2
NALP3 yeast inh	-11	50	-21	-21	9	8
Apaf-1 inh	22	18	3	-8	1	6
SENP8 block-1	18	i	16	-10	31	-2
PfG6PD inh	-3	41	4	9	-4	3
SENP6 inh	5	-3	-13	-2	-24	5

43	CCOC(=O)C1Nc2ccc(C)cc2C2C=CCC12 (stereo unspecified)
44	O=C(Nc1nc2c(c(=O)[nH]1)CCCC2)C1CC1
45	O=C(Nc1ccccc1F)Nc1cc(Cl)ccc1-n1cncn1
46	COc1cccc(N2CCN(C(=S)Nc3ccc(C)cc3C)CC2)c1
47	N#C/C(=C/c1ccccc1[N+](=O)[O-])C(=O)NCc1ccco1
48	CSc1nnc(-c2ccccc2)c(-c2ccccc2)n1
screen / no.	43	44	45	46	47	48
SENP1 inh	-14	0	2	0	-24	1
HKDC1 inh	-1	-5	-4	-6	-1	0
SENP7 inh	-11	-12	0	2	0	-22
SENP8 block-2	-9	-7	1	0	-2	-8
NALP3 yeast inh	4	1	3	4	-4	-8
Apaf-1 inh	4	4	3	-3	-2	-2
SENP8 block-1	-22	13	10	13	-1	21
PfG6PD inh	23	-9	10	-7	-2	-16
SENP6 inh	-4	-10	-21	12	-11	-3

49	Cc1cc(/C=C2\SC(=O)N(CC(=O)Nc3ccccc3F)C2=O)c(C)n1C
50	COc1cccc(Sc2cc(N3CCOCC3)nc(-c3ccccc3)n2)c1
51	CC1CCN(Cc2ccc(NC(=O)CC3Oc4ccccc4NC3=O)cc2)CC1 (stereo unspecified)
52	O=C(COC(=O)c1nc(Cl)ccc1Cl)NCCc1ccccc1
53	Fc1ccc(CO/N=C2\CCCc3nonc32)cc1
54	CN1C(=O)C2(c3ccccc31)N(C)CC(c1ccccc1)C21SC(=S)N(Cc2ccco2)C1=O (stereo unspecified)
55	N#Cc1ccccc1CCN1C(=O)c2ccccc2C1=O
screen / no.	49	50	51	52	53	54	55
SENP1 inh	-42	0	0	1	-2	-2	2
HKDC1 inh	-9	4	-2	-6	-1	0	-4
SENP7 inh	-7	-4	8	-12	-17	-2	-8
SENP8 block-2	-7	-6	5	-10	-18	3	-12
NALP3 yeast inh	-5	3	1	12	23	1	23
Apaf-1 inh	-1	7	-1	10	2	0	7
SENP8 block-1	-78	5	1	20	2	10	2
PfG6PD inh	3	14	12	-16	0	12	-2
SENP6 inh	-6	-12	-4	-6	-36	-1	-8
